Compound activity as filed in PubChem.
HCV inhibitor: qHTS Assay for Inhibitors of Hepatitis C Virus (HCV); 340,000 tested, 3.4% active; Potency, µM (titrated, usually from 41.8 µM), for the others: top-dose activity change, negative = inhibition, hits mostly inhibitors; Huh7.5.1 HCVcc-Cre infection, luciferase reporter, 44 h; AID 651820, 2012; also: potency is read from the fitted curve at half-maximal effect; % is scaled to controls: 0 for no effect and ±100 for the full control effect
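Whole-lifecycle infectious HCVcc-Cre system; cells 1,000/well, compound then virus (~0.5 moi) added 4 h after plating, 44 h culture. Luciferase read 15 sec following 15 min substrate incubation, room temp.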
TbPYK inhibitor: qHTS of Trypanosoma Brucei Inhibitors | pyruvate kinase (Trypanosoma brucei), Q57TT1 | TbPYK enzyme, Kinase-Glo Plus ATP luminescence, 45 min | Potency, µM (top dose mostly 76.8 µM), inactives show at the top dose activity, negative = inhibition, actives largely listed as inhibitors | 410,000 tested, 0.12% active; also: potency is read from the fitted curve at half-maximal effect; % is scaled to controls: 0 for no effect and ±100 for the full control effect; nearly all actives have a fitted effect of over 50% in size
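TbPYK + substrate in 50 mM TEA pH 7.2, 100 mM KCl, 10 mM MgCl2, 0.05% BSA, 0.01% Tween-20; cpd pinned; ADP 130 uM final; 45 min RT; Kinase-Glo Plus 10 min; luminescence endpoint.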
Cycloheximide cs: Cycloheximide Counterscreen for Small Molecule Inhibitors of Shiga Toxin; 300,000 tested, 12% active; cell reporter, cycloheximide protein synthesis inhibition counterscreen; max response, %; in the data active = max response mostly above about 13%, no sharp cut-off; inactive = mostly below about 14%; also: read at 38.3 µM for the half of the compounds with a filed dose; 0% is about no effect
LmPK inh: qHTS Assay for Inhibitors of Leishmania Mexicana Pyruvate Kinase (LmPK). 290,000 tested, 0.37% active. AID 1721, 2009. Q27686. purified LmPK, Kinase-Glo ATP luminescence, 1 h. Potency, µM (titrated, usually from 57.5 µM), for inactives: at the highest dose activity change, negative = inhibition, hits mostly inhibitors; also: potency is read from the fitted curve at half-maximal effect; % is scaled to controls: 0 for no effect and ±100 for the full control effect
Target sequence (Q27686 whole entry, looked up): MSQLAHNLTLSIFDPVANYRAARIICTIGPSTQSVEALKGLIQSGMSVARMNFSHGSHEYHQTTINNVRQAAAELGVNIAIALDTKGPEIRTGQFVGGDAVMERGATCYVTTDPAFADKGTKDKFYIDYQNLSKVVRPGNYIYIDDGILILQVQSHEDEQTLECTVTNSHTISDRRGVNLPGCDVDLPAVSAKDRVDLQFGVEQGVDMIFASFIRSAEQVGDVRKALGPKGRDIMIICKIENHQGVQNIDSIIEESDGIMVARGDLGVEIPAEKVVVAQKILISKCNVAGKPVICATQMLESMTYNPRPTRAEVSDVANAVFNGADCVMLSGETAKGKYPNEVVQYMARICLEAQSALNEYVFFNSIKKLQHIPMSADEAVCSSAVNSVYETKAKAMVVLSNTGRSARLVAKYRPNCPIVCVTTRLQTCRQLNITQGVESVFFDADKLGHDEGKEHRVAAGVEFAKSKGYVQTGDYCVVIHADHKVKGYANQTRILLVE
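ATP generated from ADP (0.1 mM) and PEP (0.5 mM) by 0.1 nM LmPK over 1 h at room temperature (pH 7.2 imidazole buffer) was detected by coupled luciferase luminescence. Values were normalized to uninhibited and no-enzyme wells.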
Pf growth 96h: Primary qHTS for delayed death inhibitors of the malarial parasite plastid, 96 hour incubation. P. falciparum luciferase reporter growth, 96 h. AID 504834, 2011. 320,000 tested, 6.9% active. Potency, µM (titrated, usually from 28.7 µM), inactives show top-dose activity change, negative = inhibition, most hits filed as inhibitors; also: potency is read from the fitted curve at half-maximal effect; % is scaled to controls: 0 for no effect and ±100 for the full control effect
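Readout is luminescence from an integrated firefly luciferase in P. falciparum. Red cells, 2% hematocrit and 0.05% parasitemia final, were cultured with compound through two parasite generations (96 hours) at 37 C, 5% CO2.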
Shiga toxin inh: A qHTS for Small Molecule Inhibitors of Shiga Toxin | Vero cells, Shiga toxin protein synthesis inhibition reporter | inhibition, % at 38.7 µM | 290,000 tested, 9.2% active | AID 2315, 2010; in the data active = inhibition mostly above about 28%, no sharp cut-off; inactive = mostly below about 43%; also: 0% is about no effect
Pf growth 48h: Primary qHTS for delayed death inhibitors of the malarial parasite plastid, 48 hour incubation | P. falciparum luciferase growth in erythrocytes, 48 h | Potency, µM (doses to about 28.7 µM), for the others: at the highest dose activity change, negative = inhibition, actives largely listed as inhibitors | 310,000 tested, 5.9% active; also: potency is read from the fitted curve at half-maximal effect; % is scaled to controls: 0 for no effect and ±100 for the full control effect
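In quantitative HTS format, infected erythrocytes bearing luciferase-reporter parasites were treated for a single generation at 37 C. Luminescence after adding detection reagent served as the growth measure.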
Starred values were filed as active, the others as inactive; ? = inconclusive; . = not tested or not shown; & = joins results of further samples; [ ] = another dose, or the depositor's remark. Unless noted, calls follow the shape of the dose curve; as a rule, active = well fitted curve in the direction sought with a large enough effect; inconclusive = small, poorly fitted or top-dose-only effect, or another doubt; inactive = no such curve, though single readings can be large; an effect the other way counts as inactive or inconclusive.

smiles | Shiga toxin inh | Pf growth 48h | HCV inhibitor | Cycloheximide cs | LmPK inh | Pf growth 96h | TbPYK inhibitor
Cc1nc2c(C(=O)N3CCOCC3)cnn2c(C)c1Cc1cccc(Cl)c1 | -7.3 | ? | . | -3.2 | -4.6% | 7.38µM* | .
COC1=CC(=Cc2c(N)n3nc(CC(=O)N4CCOCC4)sc3nc2=O)C=C(OC)C1=O | 13.2 | 3.1% | 0.4% | -4.8 | 15.2% | 43.4%[activator] | -13.8%
COc1ccc(CC(=O)N2CC3(C)CC2CC(C)(C)C3)cc1OC (configuration not stated) | 18.6 | ? | 4.7% | 4.4 | 1.1% | . | -6.9%
O=C(NC1CCCCC1)C(c1ccncc1)N(Cc1ccc(F)cc1)C(=O)c1ccccn1 (configuration not stated) | 15.8 | -15.5% | 0.5% | 4.2 | 1.3% | -14.6% | -3.1%
CCN(C(=O)c1ccc2c(Cl)c3c(nc2c1)CCC3)c1cccc(C)c1 | 15.5 | ? | 0.4%[8.37 µM] | 22.1* | -0.3% | ? | .
Cc1ccc(N2CC(C(=O)Nc3ccc4c(c3)OCCO4)CC2=O)cc1 (configuration not stated) | 43.8* | 25.0% | -5.7% | 19.9* | -0.9% | ? | 0.0%
COc1ccc(CCNc2oc(COc3ccc(Br)cc3)nc2C#N)cc1OC | -4.3 | . | ? | -6.2 | 9.7% | ? | -5.0%
CCCCNC(C(=O)Nc1cccc(S(=O)(=O)N2CCOCC2)c1)c1ccccc1 (configuration not stated) | -18.1 | -1.8% | -14.4% | 0.8 | -7.6% | ? | 0.3%
C=CCC(C#Cc1ccc(C)cc1)N(CC)CC (configuration not stated) | -11.1 | . | 7.7% | -2.8 | 1.6% | -26.5% | -3.8%
O=C(Cn1nnc(-c2cccs2)n1)NCc1ccco1 | 51.5* | 15.4% | 15.9% | 12.2* | 0.7% | 9.9% | -12.5%
Cc1ccc2nc(SCn3nnc4ccccc4c3=O)[nH]c2c1 | 98.3* | 132.9%[activator] | -12.1% | 65.2* | -3.2% | 80.0%[activator] | -17.3%
Cc1ccc(C(=O)Nc2ccc3c(c2)OCO3)cc1NC(=O)c1ccco1 | 74.4* | -5.2% | ? | 26.6* | 3.0% | 2.9% | 0.0%
CC(CNC(=O)Cn1ccc(N)nc1=O)c1ccccc1 (configuration not stated) | . | 8.5% | -5.9% | . | . | -1.9% | -1.7%
CCN(CC1CCCO1)C(=O)c1cc(COc2ccc(OC)cc2Cl)on1 (configuration not stated) | 13.7 | -2.3% | -18.4% | 15.7* | -2.9% | ? | 2.8%
COc1ccc(NC(=O)Cn2c(NCC(C)O)nc3ccccc32)cc1Cl (configuration not stated) | -2.2 | 1.2% | 9.7% | -1.4 | -0.8% | ? | 7.3%
O=S(=O)(NCC(c1cccnc1)N1CCN(c2ccc(F)cc2)CC1)c1ccc(F)cc1 (configuration not stated) | -4.7 | ? | 13.6% | -3.6 | 8.0% | ? | 1.8%
CN1C(=O)/C(=C\c2cccc(OCc3ccccc3)c2)SC1=S | 5.2 | 2.0% | 9.8% | -1.4 | -3.6% | 6.5% | -11.8%
O=C(Cn1nc(Cl)nc1Cl)Nc1ccccc1 | 2.8 | 6.1% | 16.9% | 7.4 | -2.3% | -5.3% | -3.6%
CO[C@H](C(=O)[C@@H](O)[C@@H](C)O)C1Cc2cc3cc(O[C@H]4C[C@@H](O[C@H]5C[C@@H](O)[C@H](O)[C@@H](C)O5)[C@@H](O)[C@@H](C)O4)c(C)c(O)c3c(O)c2C(=O)[C@H]1O[C@H]1C[C@@H](O[C@H]2C[C@@H](O[C@H]3C[C@](C)(O)[C@H](O)[C@@H](C)O3)[C@H](O)[C@@H](C)O2)[C@H](O)[C@@H](C)O1 (some centres not stated) | . | 0.0478µM* | . | . | . | 0.0338µM* | 2.0%&-12.2%
CC(=O)Nc1ccccc1OCC(=O)NCCc1ccc(Cl)cc1Cl | -17.5 | -17.4% | -13.7% | 4.5 | 2.6% | -14.6% | -9.8%
O=C(CCS(=O)(=O)c1ccc(Cl)cc1)NCCC1=CCCCC1 | 7.8 | 3.2% | 34.4%[activator] | -11.2 | -3.6% | 0.0% | 0.6%
Cc1cc(C)cc(C(=O)NC(CC(N)=O)c2ccc(NCCN3CCCC3)c([N+](=O)[O-])c2)c1 (configuration not stated) | -4.6 | 9.7% | 18.4% | 1.1 | -3.0% | -14.2% | 1.6%
O=C(NCc1nc2ccccc2[nH]1)C1=C[C@@H](c2ccccc2)C[C@@H](OCCCCO)O1 | -4.9 | 0.0033µM* | 0.0% | -1.5 | 6.5% | -22.4% | -4.1%
COc1ccc(CNC(=S)Nc2ccc3nc(N4CCN(C)CC4)cc(C)c3c2)cc1 | -17.3 | ? | ? | -6.9 | 1.9% | ? | -0.4%
O=C(NNC(=O)c1ccc[nH]1)Nc1cccc(C(F)(F)F)c1 | 72.0* | 28.2% | 16.9% | 43.3* | -0.5% | 65.9%[activator] | 3.0%
O=C1/C(=C\c2ccsc2)N2CCC1CC2 | 3.7 | 2.5% | 8.9% | 2.8 | 5.1% | 0.0% | -2.2%
O=C(CCc1nnc(-c2ccccc2)o1)c1ccc(Cl)cc1 | 3.6 | 39.2%[activator] | 2.9% | 0.5 | 2.4% | 33.9%[activator] | 4.1%
c1ccc(Cn2c(Sc3nnnn3-c3ccccc3)nnc2-c2ccccc2)cc1 | -13.7 | 1.85µM* | 10.7% | -0.8 | 2.5% | ? | 4.4%
Cc1ccccc1NC(=O)c1ccc(-n2cncn2)nc1 | -3.7 | 30.9% | 19.5% | 2.3 | -1.0% | 40.0% | -2.8%
COc1ccc(C)cc1S(=O)(=O)N1CCCC(C(=O)NCC2CCCO2)C1 (configuration not stated) | 39.0 | 8.8% | 7.4% | -2.0 | 0.5% | 3.3% | -7.5%
CC(C)OC(=O)C1CC(C)(O)C(=O)C(C(=O)OC(C)C)C1c1ccc([N+](=O)[O-])cc1 (configuration not stated) | -2.2 | ? | 1.0% | 8.8 | 1.2% | ? | -0.1%
Cc1nc(S/C(=C/c2ccc(-c3ccc(C(=O)O)cc3)o2)C(=O)O)n[nH]1 | 7.4 | -22.2% | 9.1% | -1.4 | -12.3% | ? | -28.1%
COC(=O)CCSCC(=O)Nc1ccc(S(=O)(=O)N2CCOCC2)cc1OC | 12.8 | -4.2% | -1.4% | -3.3 | -0.7% | 15.3% | -1.7%
Cc1cc(Cl)ccc1OCCCC(=O)N1CCN(C)CC1 | -4.0 | 0.5% | -14.8% | 2.9 | -4.7% | 57.1%[activator] | -9.5%
Cc1c(C(=O)N2CCN(c3ncccn3)CC2)sc2nc3n(c(=O)c12)CCCC3 | -7.1 | -12.5% | 12.9% | 12.9 | -0.7% | -7.2% | -0.6%
CC(C)N1CCN(c2ccncc2S(=O)(=O)N2CCOCC2)CC1 | -6.2 | -2.8% | 7.0% | -0.6 | 0.6% | . | 0.7%
O=C(NCCCN1CCOCC1)C(=O)NCC1OCCN1S(=O)(=O)c1ccc(F)cc1 (configuration not stated) | 14.2 | 92.3%[activator] | 23.8% | -2.3 | -0.3% | ? | -1.6%
Cc1c(C)n(C)c2ccc(C(=O)NCCCN3CCN(c4ccccc4F)CC3)cc12 | -4.7 | 10.4µM* | ? | -4.2 | 0.6% | -20.1% | 1.2%
COc1ccc(NC(=O)CCSc2cc(C)c3ccccc3n2)cc1 | -9.3 | 38.7%[activator] | -0.7% | -1.7 | 0.8% | 47.2%[activator] | -19.7%
N#Cc1c(-c2ccccc2)cc(-c2ccccc2)[nH]c1=O | 5.5 | . | 6.6% | -2.9 | -2.7% | ? | 1.3%
O=C(NCC1CCCO1)c1cn(Cc2ccccc2)nc1-c1ccccc1 (configuration not stated) | . | -3.8% | ? | . | . | 3.0% | -0.6%
COc1cc2nc(C3CCC3)n(NC(=O)C3CCCC(OC)C3)c(=O)c2cc1OC (configuration not stated) | -4.4 | 8.1% | 2.9% | -3.5 | 3.9% | 27.7% | 8.7%
Cc1cccc(C(=O)O/N=C2\CCCc3ccccc32)c1 | 41.4* | 22.6% | -10.4% | 24.1* | -20.7% | 67.0%[activator] | -1.6%
O=C(NCc1ccco1)/C(=C\c1cccs1)NC(=O)c1ccsc1 | 12.2 | -6.5% | 23.7% | 0.7 | -3.2% | 11.0% | -5.7%
Cc1cccc(NC(=O)Nc2ccc(Oc3c(F)c(F)c(F)c(F)c3F)cc2)c1 | 4.2 | ? | 28.9% | 1.0 | 4.8% | 7.38µM* | 4.0%
CC1=C(C)CC(C(=O)NCc2c(F)cccc2Cl)C(C(=O)O)C1 (configuration not stated) | -2.3 | 4.3% | 27.2% | -2.9 | -1.8% | 27.1% | 4.9%
Cc1csc(NC(=O)C(NS(=O)(=O)c2ccc(Br)s2)c2ccccc2)n1 (configuration not stated) | 7.0 | 23.5% | -1.2% | 1.1 | -0.9% | ? | -2.4%
CCC(C)c1ccccc1NS(=O)(=O)c1cnn(CC)c1 (configuration not stated) | -5.1 | 15.4% | 6.1% | -2.0 | 3.5% | -19.3% | 1.7%
Cc1ccc(S(=O)(=O)NCC(=O)N2CCN(c3ccccn3)CC2)cc1 | -5.0 | . | 5.5% | -5.2 | 2.8% | -1.2% | 1.1%
CCOC(=O)CNC1CC(=O)N(c2cccc(Cl)c2)C1=O (configuration not stated) | -19.9 | . | 21.7% | -0.8 | -1.9% | 11.8% | -1.5%
CCc1ccc(S(=O)(=O)Nc2nccs2)cc1 | -8.5 | 7.2% | 29.4% | 1.1 | -0.6% | ? | -1.2%
CSc1cccc(NC(=O)COc2ccccc2C)c1 | 47.5* | 13.1% | -20.4% | 15.7* | 1.9% | 29.6% | -1.0%
COc1ccc(/C=C/C(=O)N2CCC(c3ccccc3)C2)cc1 (configuration not stated) | 12.0 | 28.2% | -6.9% | 12.3 | 1.9% | 0.0% | -7.6%
COc1cc(C2NC(=S)NC(c3ccccc3)=C2C(C)=O)cc(Br)c1OCC(N)=O (configuration not stated) | -17.4 | ? | -26.1% | -4.1 | -3.5% | ? | -4.7%
O=c1cc(N2CCN(c3ccccc3)CC2)[nH]c(=O)n1Cc1ccc(F)cc1 | -8.4 | . | 1.2% | -1.8 | 9.5% | ? | 5.0%
CC(=O)Nc1ccc(-c2nc3c(C)cccc3[nH]2)cc1 | 109.6* | -11.0% | ? | 44.6* | -8.2% | -8.0% | -2.1%
